# Wee1 degr inh: human Wee1 degradation inhibition, primary screen | reporter increase, % at 5 µM | 1.2% of 220,000 active | HeLa Luc-Wee1K328M stability, luciferase luminescence; 100% = proteasome inhibitor MG132 effect | P30291;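 active = activation above the mean of all tested compounds plus 3 SD, set per screening run, cut at about 8.8% in these data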;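 note: cells exposed to compound for 20 h before luminescence read; 0% = DMSO alone and 100% = MG132 at 30 µM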
# Target sequence (P30291 whole entry K328M): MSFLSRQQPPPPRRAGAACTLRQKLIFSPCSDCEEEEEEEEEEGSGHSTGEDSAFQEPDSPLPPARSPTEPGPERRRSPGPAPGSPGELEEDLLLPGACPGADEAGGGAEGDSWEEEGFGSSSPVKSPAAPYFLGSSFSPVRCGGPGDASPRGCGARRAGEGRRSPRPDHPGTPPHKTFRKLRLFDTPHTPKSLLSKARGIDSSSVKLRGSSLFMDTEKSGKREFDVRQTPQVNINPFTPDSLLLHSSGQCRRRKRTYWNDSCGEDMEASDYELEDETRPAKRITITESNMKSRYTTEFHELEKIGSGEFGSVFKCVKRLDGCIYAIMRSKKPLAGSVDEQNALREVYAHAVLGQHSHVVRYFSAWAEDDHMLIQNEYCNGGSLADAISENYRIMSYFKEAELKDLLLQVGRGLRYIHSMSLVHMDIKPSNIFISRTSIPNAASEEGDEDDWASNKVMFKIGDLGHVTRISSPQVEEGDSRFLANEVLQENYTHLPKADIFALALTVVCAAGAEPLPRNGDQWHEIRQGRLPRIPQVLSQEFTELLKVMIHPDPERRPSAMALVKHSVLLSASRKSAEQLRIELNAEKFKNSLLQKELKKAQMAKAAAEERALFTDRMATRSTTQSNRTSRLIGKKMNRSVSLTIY
# hK5 inh: blocks human kallikrein 5 protease activity. Q9Y337. recombinant hK5, fluorogenic AMC substrate cleavage. inhibition, % at 5 µM. 0.59% of 210,000 active. AID 873;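 active = inhibition of 40% or more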;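 note: 0% = enzyme controls without compound and 100% = no-enzyme blanks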
# Target sequence (Q9Y337 67-293 limits assumed): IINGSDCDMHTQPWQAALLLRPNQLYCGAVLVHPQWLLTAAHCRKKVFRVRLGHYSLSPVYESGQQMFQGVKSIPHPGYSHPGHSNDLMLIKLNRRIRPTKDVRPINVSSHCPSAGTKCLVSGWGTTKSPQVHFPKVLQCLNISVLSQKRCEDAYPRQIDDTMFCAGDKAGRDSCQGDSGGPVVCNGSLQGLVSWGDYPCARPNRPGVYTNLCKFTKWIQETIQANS
# Thrombin inh: blocks human thrombin protease activity. AID 1046. P00734. inhibition, % at 5 µM. 0.26% of 220,000 active. alpha-thrombin, Boc-VPR-AMC fluorogenic substrate cleavage;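 active = inhibition at or above 40%; inactive = inhibition below 40%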;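 note: 0% = enzyme with no compound and 100% = wells without enzyme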
#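 System: Human alpha-thrombin protein | Medium: pH 7.5 Tris (50 mM) with NaCl 150 mM, Tween 20 0.05% | Times: Enzyme reaction carried out at room temperature | Detection: AMC fluorescence, 355/460 nm | Evaluation: Percent inhibition scaled between no-compound controls and no-enzyme blanks | Benchmarks: Enzyme without compound as high, wells lacking enzyme as low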
# FXIIa inh: blocks human coagulation factor XIIa protease activity | P00748 | purified FXIIa, Boc-QGR-AMC fluorogenic substrate, 2 h | inhibition, % at 5 µM | 0.3% of 220,000 active | AID 800; in the data active = inhibition above about 40%;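 note: 0% = enzyme with no compound and 100% = blank without enzyme; many of its hits are not listed in these tables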
# FXIa inh 1536: blocks human coagulation factor XIa protease activity. purified FXIa, Boc-Glu-Ala-Arg-AMC fluorogenic substrate. inhibition, % at 5 µM. 0.14% of 220,000 active;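 active = inhibition of at least 40%; inactive = inhibition below 40%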;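 note: fluorescence of freed AMC excited at 355 nm; 0% = enzyme without compound and 100% = no enzyme blank; many of its hits are not listed in these tables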
# Hck Nef HTS: blocks Nef-activated human Hck kinase; Recombinant Hck-YEEI plus Nef, Z-Lyte FRET kinase assay; inhibition, % at 20 µM; 0.68% of 220,000 active; P08631;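 active = Hck-Nef kinase inhibition above about 50%, limit read from the data; inactive = inhibition below that limit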;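 note: 0% = DMSO with Hck plus Nef and 100% = Hck alone without Nef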
# 14-3-3 Bad PPI: disrupts binding of bovine 14-3-3 zeta to phospho-Bad peptide; P63103; TR-FRET 14-3-3zeta/Dy647-pBad peptide displacement, 1 h; inhibition, % at 21.7 µM; 0.71% of 220,000 active;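 active = inhibition above about 70%, limit read from the data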;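 note: 0% = full 14-3-3 plus peptide FRET controls and 100% = background without 14-3-3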
# Runt-CBFb FRET: inhibitors of human RUNX1 Runt domain binding to CBFb. Q01196+Q13951. inhibition, % at 20 µM. Cerulean-Runt/Venus-CBFb FRET ratio 530/480, 1 h. 0.46% of 220,000 active;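 active = inhibition over about 50% at 20 µM in the single-dose screen, limit read from the data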;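 note: 0% = DMSO wells and 100% = excess unlabeled CBFb competitor control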
#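 test system = Cerulean-Runt domain fusion protein, energy donor | probe or stimulus = Venus-CBFb binding partner, 100 nM | incubation = two 1 h room-temperature incubations shielded from light | detection = fluorescence energy transfer, 422 nm excitation, 530/480 nm emission | measure = loss of energy transfer signal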
# Runt-SMMHC FRET: Runt domain-CBFb-SMMHC interaction inhibition; Q01196+Q13951; Cerulean-Runt/Venus-CBFb-SMMHC FRET ratio 530/480, 1 h; inhibition, % at 20 µM; 0.74% of 220,000 active; AID 1434;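 active = mean inhibition across duplicate retests at 20 µM reaching about 50%, limit read from the data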;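 note: 0% = DMSO wells and 100% = wells with excess untagged CBFb-SMMHC; inhibitors lower the FRET ratio by blocking Runt binding to CBFb-SMMHC; some results filed as inactive read as strong as hits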
# * = called active by the depositor; nt = not tested or not shown; [ ] = remark or other dose. Outcome played no part in choosing rows, and some 4.2% of all compounds hit somewhere here.
Wee1 degr inh	hK5 inh	Thrombin inh	FXIIa inh	FXIa inh 1536	Hck Nef HTS	14-3-3 Bad PPI	Runt-CBFb FRET	Runt-SMMHC FRET	SMILES
1	-3	4	5	2	0	3	0	1	COc1ccc(S(=O)(=O)Nc2ccc(S(=O)(=O)N3CCCCC3)cc2)cc1C
-1	-7	-3	4	-5	-2	8[fluorescence artefact?]	-2	2	CCOC(=O)c1c(C)[nH]c(C(=O)OCC(=O)N2CCN(S(=O)(=O)c3ccccc3)CC2)c1C
-2	0	-4	7	-7	18	-3	1	2	Cc1ccc(N2CC(C(=O)Nc3ccc(S(=O)(=O)Nc4nccc(C)n4)cc3)CC2=O)cc1 (stereo not drawn)
-1	-4	-4	4	2	2	-1	-1	-8	Cc1nnc(SCC(=O)N/N=C/c2ccc(-c3ccc(C)c(Cl)c3)o2)s1
1	-23	-1	6	-2	0	-11[fluorescence artefact?]	1	-4	O=C(NCc1ccccc1)Nc1cccn(Cc2cccc(F)c2)c1=O
-1	-4	-4	9	2	6	70	20	92*	Nc1nnc(-c2cc3c(ccc4ccccc43)oc2=O)s1
2	-11	2	10	4	6	3	1	3	Cn1c(=O)[nH]c(=O)c2c1nc(N1CCCCC1)n2CCSc1nc2ccccc2o1
-1	-12	-17	7	3	0	12[fluorescence artefact?]	23	0	O=C(CCCCCCCC(=O)NNC(=O)Nc1ccccc1)NNC(=O)Nc1ccccc1
3	-8	-8	0	1	1	-13	0	-1	Clc1cccc2sc(N3CCCCC3)nc12
-1	-6	-3	1	-7	-22	-7[fluorescence artefact?]	-1	-5	CC(C)CC(=O)NC(=S)Nc1ccccn1
-1	-12	-5	0	-2	1	-9	-1	-1	Cc1ccc(C(=O)C(=S)N2CCOCC2)cc1
-1	-14	4	6	12	23	-1	14	4	COc1ccc(NC(=O)/C=C/c2ccc(Br)o2)cn1

# Given tab-delimited: entries from further up.
Structure	Wee1 degr inh	hK5 inh	Thrombin inh	FXIIa inh	FXIa inh 1536	Hck Nef HTS	14-3-3 Bad PPI	Runt-CBFb FRET	Runt-SMMHC FRET
COc1ccc(S(=O)(=O)Nc2ccc(S(=O)(=O)N3CCCCC3)cc2)cc1C	1	-3	4	5	2	0	3	0	1
CCOC(=O)c1c(C)[nH]c(C(=O)OCC(=O)N2CCN(S(=O)(=O)c3ccccc3)CC2)c1C	-1	-7	-3	4	-5	-2	8[fluorescence artefact?]	-2	2
Cc1ccc(N2CC(C(=O)Nc3ccc(S(=O)(=O)Nc4nccc(C)n4)cc3)CC2=O)cc1 (stereo not drawn)	-2	0	-4	7	-7	18	-3	1	2
Cc1nnc(SCC(=O)N/N=C/c2ccc(-c3ccc(C)c(Cl)c3)o2)s1	-1	-4	-4	4	2	2	-1	-1	-8
O=C(NCc1ccccc1)Nc1cccn(Cc2cccc(F)c2)c1=O	1	-23	-1	6	-2	0	-11[fluorescence artefact?]	1	-4
Nc1nnc(-c2cc3c(ccc4ccccc43)oc2=O)s1	-1	-4	-4	9	2	6	70	20	92*
Cn1c(=O)[nH]c(=O)c2c1nc(N1CCCCC1)n2CCSc1nc2ccccc2o1	2	-11	2	10	4	6	3	1	3
O=C(CCCCCCCC(=O)NNC(=O)Nc1ccccc1)NNC(=O)Nc1ccccc1	-1	-12	-17	7	3	0	12[fluorescence artefact?]	23	0
Clc1cccc2sc(N3CCCCC3)nc12	3	-8	-8	0	1	1	-13	0	-1
CC(C)CC(=O)NC(=S)Nc1ccccn1	-1	-6	-3	1	-7	-22	-7[fluorescence artefact?]	-1	-5
Cc1ccc(C(=O)C(=S)N2CCOCC2)cc1	-1	-12	-5	0	-2	1	-9	-1	-1
COc1ccc(NC(=O)/C=C/c2ccc(Br)o2)cn1	-1	-14	4	6	12	23	-1	14	4

# The results go on.
Wee1 degr inh	hK5 inh	Thrombin inh	FXIIa inh	FXIa inh 1536	Hck Nef HTS	14-3-3 Bad PPI	Runt-CBFb FRET	Runt-SMMHC FRET	SMILES
-1	nt	-4	5	0	0	2	-1	0	O=C(c1cccnc1)N1CCC(Oc2ccc(C(=O)N3CCCC(O)C3)cc2)CC1 (stereo not drawn)
3	-5	-2	9	0	1	8	2	-1	CC(C)n1c(N2CCN(CC(=O)NCc3cccs3)CC2)nc2ccccc21
6	-21	1	27	21	1	10[fluorescence artefact?]	6	6	CCN(CC)c1ccc(NC(=O)CSc2nc3ccccc3c(=O)n2-c2cc(S(=O)(=O)N(C)C)ccc2C)cc1
5	-10	5	17	7	-2	-5	-2	-1	O=C(CSc1nc2ccccc2c(=O)n1CC1CCCO1)NCC1CCCO1 (stereo not drawn)
-3	7	-1	7	8	-4	0	-10	-13	O=c1c2cc(N3CCOCC3)ccc2[nH]c(=S)n1CCCN1CCN(c2ccccc2F)CC1
-1	-14	-2	5	4	8	-3	0	6	CNS(=O)(=O)c1ccc(NC(=O)c2ccccn2)cc1
3	-7	-6	6	-5	0	3	1	1	Nc1c(C(=O)NCc2ccccc2)nnn1Cc1ccccc1
-2	-9	-3	9	17	8	21[fluorescence artefact?]	-4	1	O=C(COc1ccc(C(=O)c2ccccc2)cc1)NCC1CCCCC1
-1	-7	-9	2	-6	19	-8	1	1	Cc1ccc(S(=O)(=O)NCCSCc2ccco2)cc1
-3	nt	-4	7	-3	2	11	-3	-6	Cc1cc(Cl)c(S(=O)(=O)N2CCN(c3ccccn3)CC2)cc1OCC(N)=O
-2	nt	-1	9	-2	10	-2	-2	0	COc1ccc(N(C(C)C(=O)N/N=C/c2ccc(OC)c(OC)c2)S(C)(=O)=O)cc1 (stereo not drawn)
-3	-26	1	15	5	2	-1	-5	0	Cc1ccc(C(C(=O)NC(C)(C)C)N(CC2CCCO2)C(=O)Cn2nnc(-c3ccc(C)o3)n2)cc1 (stereo not drawn)
-1	5	-1	3	-9	2	6	nt	4	CC(=O)NC(NC(=S)Nc1ccc(N=Nc2ccccc2)cc1)C(Cl)(Cl)Cl (stereo not drawn)
4	-27	-17	-13	-10	5	-9[fluorescence artefact?]	1	4	NS(=O)(=O)c1cccc(NC(=O)CSc2ccccn2)c1
-3	3	3	8	5	3	6	6	-5	FC(F)(F)Oc1ccc(NC(=S)Nc2ccc(OC(F)(F)F)cc2)cc1
0	3	-3	10	11	-21	-5	2	0	COc1ccc(CCNC(=O)C(=O)NCCCN2CCOCC2)cc1
1	8	-3	9	28	-1	-10	-1	0	CC(C)(C)C(=O)Nc1ccccc1C(=O)N1CCCC1
2	-5	-2	0	-1	0	-3	5	-3	Nc1nc(SCC(=O)N2N=C(c3ccc(Cl)cc3)CC2c2ccco2)n[nH]1 (stereo not drawn)
-3	-4	-10	1	-6	10	-18	0	3	Cn1cc(CN(Cc2ccccn2)C[C@@H]2CCC(=O)N2)c(-c2ccccc2F)n1
-4	-24	4	18	4	0	0	-1	0	Cc1cccc(C)c1NC(=O)/C(C#N)=C/c1cccs1
-3	-19	-5	6	3	5	-12	7	1	CCOC(=O)C1CN(C(C)(C)C)C(=O)C1=O (stereo not drawn)
3	3	-2	7	3	16	5	23	34	C=CCc1c(C)c(C#N)c2nc3ccccc3n2c1NCCN(C)C
7	0	3	17	7	1	7	1	6	CC(=O)c1ccc(NC(=O)c2noc3c2CCCCC3)cc1
0	3	-1	13	1	-12	-8	1	-2	COC(=O)C(CCSC)NC(=O)/C=C/c1ccc(OC)cc1 (stereo not drawn)
3	-25	0	15	9	2	-9[fluorescence artefact?]	3	-2	COc1ccc(C(=O)NC(=S)Nc2ccccc2N2CCCCC2)cc1[N+](=O)[O-]
-3	-1	-3	8	2	4	2	2	0	O=[N+]([O-])c1cccc(S(=O)(=O)Nc2ccc(Cc3ccncc3)cc2)c1
4	25	2	12	29	0	22[fluorescence artefact?]	8	7	Cn1nnnc1SCc1ccc(C(=O)Nc2ccc(Br)cc2)cc1
1	1	-8	6	1	21	-23	-5	2	CC(C)c1ccc(OCC(=O)NC(Cc2c[nH]c3ccccc23)C(=O)O)cc1 (stereo not drawn)
-2	-1	2	11	-1	1	-2[fluorescence artefact?]	1	3	CCOC(=O)C(NC(=O)CC)(Nc1ccc(S(=O)(=O)Nc2ncccn2)cc1)C(F)(F)F (stereo not drawn)
-1	2	0	3	20	-5	-4	-1	-6	Cc1ccc(S(=O)(=O)NN)c(C)c1N1CCCC1=O
-1	23	2	17	3	0	10	2	1	O=C(NCc1ccccc1)c1ccc2c(=O)n(CC3CCCO3)c(=S)[nH]c2c1 (stereo not drawn)
5	-15	-1	9	10	4	-3[fluorescence artefact?]	1	4	O=C(CSCc1ccccc1)N=Nc1c(O)[nH]c2ccccc12
2	-8	-6	1	-4	3	-9	-1	-3	Cc1ccc(NC(=S)N2CCN(C(=O)c3ccccc3)CC2)c(C)c1
3	11	-7	2	-7	-3	2	6	1	CCN(CC)c1ccc(NC(=O)CN2CCN(CC(=O)Nc3ccc(F)cc3)CC2)cc1
3	-4	-1	16	8	3	4	1	-5	CC(=O)c1c(C)[nH]c(C(=O)Nc2nc(-c3ccccc3)c(C)s2)c1C
1	-17	5	-5	-4	-17	-5	0	1	Nc1cc(S(=O)(=O)N2CCCCC2)ccc1Oc1ccc(Cl)cc1
4	4	2	17	9	6	1	-4	4	CCOC(=O)c1c(N)sc(C(=O)N2CCOCC2)c1C
2	4	-4	-4	-6	5	10[fluorescence artefact?]	-3	2	Cc1csc(-c2cnn(-c3ccccc3)c2NC(=O)c2ccccc2)n1
-1	-17	1	12	4	4	-9	-2	1	CC(Sc1nnc(NC2CCCCC2)s1)C(=O)Nc1ccc2c(c1)C(=O)c1ccccc1C2=O (stereo not drawn)
-1	-6	-1	10	-4	-1	2	0	1	Cc1nc2c(Cl)cccc2[nH]1
0	-7	3	6	1	0	3[fluorescence artefact?]	-1	-1	COc1ccc(C(=O)NC2CC3CCCC(C2)N3CC(C)C)cc1OC (stereo not drawn)
-2	29	26	16	12	-2	24[fluorescence artefact?]	-3	2	CC(C)(C)C(=O)N1CCN(c2ccc(Cl)cc2[N+](=O)[O-])CC1
-2	5	1	17	-3	0	1	0	-2	CCn1c(C)c(C(C)=O)c(N2CCC(C(N)=O)CC2)nc1=S
4	2	0	6	-5	-6	-17	-2	0	Cc1occc1C(=O)N/N=C/C=C/c1ccccc1
-1	-23	-3	7	7	1	15	-2	-5	Cc1ccc(CSc2nc3c(c(N(C)C)n2)CCCC3)cc1
0	-13	4	21	0	3	-10	0	6	CCn1c(SCC(=O)Nc2ccccc2C(=O)OC)nnc1-c1ccc(N)cc1
